Source: PubChem (National Center for Advancing Translational Sciences (NCATS))
LDHA block: blocks human lactate dehydrogenase A; purified LDHA, NADH/diaphorase-resazurin fluorescence; hits give low values; activity change, % (values are at about 110 or 230 µM); 480,000 compounds, 0.15% hits; in the data active = activity change below about -30%; inconclusive = mostly about -25% to -30%;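 note: plate controls were DMSO wells for no effect and wells without enzyme for full effect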
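Human LDH5 at 2 nM final in Tris HCl pH 7.4 with 0.06 mM NADH and 0.2 mM pyruvate, reacted 5 minutes at room temperature. Remaining NADH coupled via diaphorase/resazurin; resorufin fluorescence read at 0 and 20 minutes, normalized to enzyme-free and DMSO wells.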
Anesthetic bind: candidate novel general anesthetic via apoferritin binding; apoferritin/1-aminoanthracene competitive binding, fluorescence; Potency, µM (series often up to 77.5 µM), for inactives: at the top dose activity change, negative = displacement, actives largely listed as inhibitors; 350,000 compounds, 0.074% hits; AID 485281; note: potency is the fitted concentration of half-maximal effect; % is set by controls: 0 for no effect and ±100 for the full control effect; nearly all actives have a fitted effect of over 20% in size
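In PBS, apoferritin at 10 uM is loaded with 1-AMA from a 50% saturated solution. After 10 min of compound exposure at ambient temperature, reduced 535 nm fluorescence indicates probe displacement.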
ERG Ets-DNA blk: inhibitors of human ERG Ets domain-DNA interaction; P11308; fluorescence polarization, His-ERG Ets domain / labelled DNA; Potency, µM (highest dose often 76.9 µM), for the others: at the highest dose FP activity, negative = inhibition, most hits filed as inhibitors; 370,000 compounds, 0.028% hits; AID 624246; active = well fitted inhibition curve with a large enough effect in the polarisation, with a control signal flat; inconclusive = small, poorly fitted or top-dose-only effect, or effect the other way, or a change in a side signal; inactive = no such curve, though single readings can be large or run the other way; the % refers to the polarisation;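 note: polarization taken with two DNA probes labelled with fluorescein and Texas red; potency is the fitted concentration of half-maximal effect; % of control where 0% means no effect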
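His-tagged ERG Ets domain (1 uM in the protein solution; 300mM KCl, 50mM Tris-HCl, 1mM EDTA, 1mM DTT, pH 7.5) received compound, then a probe mix of 5 nM fluorescein-DNA and 100nM Texas-615-DNA. Fluorescence polarization was read for both dyes.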
POLB inh: blocks human DNA polymerase beta activity | P06746 | Pol beta primer extension/strand displacement, fluorescence kinetic | Potency, µM (titrated, usually from 114 µM), for the others: at the top dose activity change, negative = inhibition, hits mostly inhibitors | 340,000 compounds, 1.3% hits | AID 485314; note: potency is the fitted concentration of half-maximal effect; % is set by controls: 0 for no effect and ±100 for the full control effect
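Preincubation: enzyme (10 nM) with compound, 15 min, RT. Reaction: substrate added to 50 nM final. Reads: 0 and 10 min. Analysis: normalized, Hill fit.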
POLK inh: blocks human DNA polymerase kappa activity. Q9UBT6. purified Pol kappa, fluorescent DNA synthesis assay, 10 min. Potency, µM (titrated, usually from 107 µM), for the others: top-dose activity, negative = inhibition, usual class: inhibitors. 400,000 compounds, 0.53% hits; note: potency is the fitted concentration of half-maximal effect; % is set by controls: 0 for no effect and ±100 for the full control effect
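First, compounds were pin-transferred onto 10 nM Pol kappa. After 15 min at room temperature, substrate was added to 50 nM final. Fluorescence was then measured kinetically at 0 and 10 min.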
ALOX12 inh: blocks human arachidonate 12S-lipoxygenase; P18054; purified 12hLO, xylenol orange hydroperoxide absorbance; Potency, µM (series often up to 108 µM), for the others: at the highest dose activity change, negative = inhibition, hits mostly inhibitors; 580,000 compounds, 1.1% hits; AID 1671190; note: potency is the fitted concentration of half-maximal effect; % is set by controls: 0 for no effect and ±100 for the full control effect
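Purified human 12hLO at 150 nM in 25 mM Hepes, 0.01% Triton X-100, pH 7.0, preincubated 15 min at room temperature with compound. Reaction started with 40 uM arachidonic acid, 30 min at room temperature. Hydroperoxide measured by Fe-xylenol orange, 573/405 nm absorbance ratio.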
RGS4 inh: human RGS4 inhibition. P49798. Transcreener GDP fluorescence polarization, RGS4-accelerated GTP hydrolysis. Potency, µM (titrated, usually from 114 µM), inactives show at the top dose activity change, negative = inhibition, most hits filed as inhibitors. 390,000 compounds, 0.039% hits. AID 504845; note: potency is the fitted concentration of half-maximal effect; % is set by controls: 0 for no effect and ±100 for the full control effect; nearly all actives have a fitted effect of over 75% in size; some results filed as inactive show a strong effect at the top dose
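MLSMR compounds (23 nl, pin-transferred) preincubated 10 min at room temperature with a 500nM (2x) first reagent, then RGS4 at 900nM (2x) plus Transcreener GDP mix added; fluorescence polarization (620/688 nm) read before and after 90 min at 30 °C.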
POLH inh: blocks human DNA polymerase eta activity; Q9Y253; recombinant Pol eta, fluorescent DNA replication assay; Potency, µM (top dose mostly 114 µM), for inactives: at the highest dose activity change, negative = inhibition, usual class: inhibitors; 390,000 compounds, 1.2% hits; note: potency is the fitted concentration of half-maximal effect; % is set by controls: 0 for no effect and ±100 for the full control effect
Target sequence (Q9Y253 whole entry, looked up): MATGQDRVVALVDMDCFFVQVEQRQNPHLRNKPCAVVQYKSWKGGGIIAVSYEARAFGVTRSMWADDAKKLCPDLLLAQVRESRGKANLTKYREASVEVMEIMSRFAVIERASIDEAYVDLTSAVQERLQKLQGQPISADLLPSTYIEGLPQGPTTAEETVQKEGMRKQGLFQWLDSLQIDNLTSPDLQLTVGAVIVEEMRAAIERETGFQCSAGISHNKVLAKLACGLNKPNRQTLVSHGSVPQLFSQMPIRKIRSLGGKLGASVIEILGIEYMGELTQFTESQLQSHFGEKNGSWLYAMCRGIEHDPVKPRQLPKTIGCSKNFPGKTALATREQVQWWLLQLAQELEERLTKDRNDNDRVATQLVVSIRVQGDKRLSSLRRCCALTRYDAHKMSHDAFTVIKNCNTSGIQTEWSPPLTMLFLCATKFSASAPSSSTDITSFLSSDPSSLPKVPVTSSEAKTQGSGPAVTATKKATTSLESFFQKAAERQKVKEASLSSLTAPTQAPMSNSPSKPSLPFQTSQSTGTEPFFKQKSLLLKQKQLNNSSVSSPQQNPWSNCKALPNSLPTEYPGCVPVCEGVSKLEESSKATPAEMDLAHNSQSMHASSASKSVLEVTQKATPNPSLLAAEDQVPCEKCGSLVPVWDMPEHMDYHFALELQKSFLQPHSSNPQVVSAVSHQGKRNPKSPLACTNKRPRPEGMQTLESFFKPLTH
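Fluorescent replication assay: 50 nM final substrate added after a 15 min room-temperature compound preincubation with 10 nM enzyme. Signal taken at 0 min and again at 10 min.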
APEX1 inh: inhibitors of human APE1 endonuclease | P27695 | recombinant APE1, TAMRA/BHQ-2 abasic DNA cleavage fluorescence | Potency, µM (highest dose often 65.8 µM), without a hit: at the highest dose activity change, negative = inhibition, most hits filed as inhibitors | 350,000 compounds, 0.35% hits | AID 2517;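 note: potency is the fitted concentration of half-maximal effect; plate controls were vehicle for no effect and reference inhibitor for full effect; nearly all actives have a fitted effect of over 55% in size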
Target sequence (P27695 whole entry, looked up): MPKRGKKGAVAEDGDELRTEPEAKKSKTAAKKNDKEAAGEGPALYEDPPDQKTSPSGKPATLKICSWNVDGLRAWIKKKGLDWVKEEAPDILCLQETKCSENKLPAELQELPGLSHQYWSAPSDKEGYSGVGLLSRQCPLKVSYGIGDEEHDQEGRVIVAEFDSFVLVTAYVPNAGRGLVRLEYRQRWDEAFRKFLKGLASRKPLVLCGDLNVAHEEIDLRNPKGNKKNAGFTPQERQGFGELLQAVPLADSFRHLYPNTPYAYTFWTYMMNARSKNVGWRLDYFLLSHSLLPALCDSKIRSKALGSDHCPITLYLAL
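Incision of a quenched TAMRA/BHQ-2 THF abasic-site duplex (50 nM) by 0.75 nM APE1, after 15 min compound preincubation, measured as fluorescence increase over three 60 s reads. Values normalized to buffer, DMSO and NSC13755 control wells.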
* = called active by the depositor; ? = inconclusive; . = not tested or not shown; & = joins results of further samples; [ ] = dose if it differs, or a comment. Unless noted, calls come from the whole dose curve; as a rule, active = well fitted curve in the direction sought with a large enough effect; inconclusive = small, poorly fitted or top-dose-only effect, or another doubt; inactive = no such curve, though single readings can be large; an effect the other way counts as inactive or inconclusive.

SMILES	LDHA block	Anesthetic bind	ERG Ets-DNA blk	POLB inh	POLK inh	ALOX12 inh	RGS4 inh	POLH inh	APEX1 inh
NC(=O)c1sc2nc3c(c(-c4ccco4)c2c1N)CCCC3	2	3%	-3%	18%	-2%	-14%	-35%	-7%	-5%
COc1ccccc1[C@H]1C(c2cccc(C)c2)=NN(c2ccccc2)[C@@H]1CO	-1	180%[activator][110 µM]	4%	.	-18%	?	19%	-12%	-18%&-14%
C=CCn1c(CSc2nc3ccccc3s2)nnc1SCC(=O)NCCN1CCOCC1	2	-17%	-1%	-2%	-9%	15%	20%	-1%	3%
CN(Cc1ccccc1)c1ncnc2ccc(Br)cc12	-3	-14%	1%	8%	-1%	.	-64%[11.4 µM]	-19%	2%
Fc1ccc(Cn2nnc3ccccc32)cc1	-6	-12%	7%	23%	-18%	.	10%	-25%	22%
CCc1c(C)nc2c(-c3ccccc3OC)c(C)[nH]n2c1=O	-4	-3%	-3%	-1%	4%	?	13%	-2%	3%
CN(C(=O)CSC1=NCCS1)c1ccccc1	-6	-15%	2%	12%	-16%	415%[activator]	-9%	-15%	3%
NC1=C([N+](=O)[O-])C(c2ccccc2)C2=C(CCCC2=O)O1 (stereo not given)	0	-4%	2%	-11%	-4%	10%	7%	-6%	17%
CC(=O)NCc1ccc(-c2csc(N)n2)s1	-4	-8%	-3%	9%	-5%	-13%	-41%	-6%	?
CC1(C)NC(=O)N(CCC(=O)Nc2cc(C(F)(F)F)ccc2Cl)C1=O	-10	.	20%	.	-2%	1%	13%	6%	15%
CCCN(C(=O)c1cn(CC)c2nc(C)ccc2c1=O)c1c(N)n(Cc2ccccc2)c(=O)[nH]c1=O	0	-7%	-7%	3%	-3%	-12%	-10%	-8%	-5%
CCCCOc1ncnc2c1[nH]c1ccc(C)cc12	-5	-10%	-6%	4%	-4%	0%	-21%	-16%	-8%
COc1ccc(-c2c(C)nn(-c3ccccc3)c2N)cc1OC	-14	-6%	3%	-1%	1%	22%	25%	-7%	-8%
CCCC(=O)Nc1nn(CC(C)C)c2nc3cc(C)ccc3cc12	-16	6%	6%	-18%	-8%[60.1 µM]	?	14%	10%	5%
CC(NCc1cccs1)C(=O)Nc1cc(Cl)cc(Cl)c1 (stereo not given)	-16	-5%	0%	0%	-2%	?	-3%	-13%	65%[activator]
Cc1cc(NC(=O)CSc2[nH]c(=O)cc(C(F)(F)F)c2C#N)no1	-12	.	-5%	.	-1%	-20%	13%	-11%	2%
COCCNC(=O)C(c1ccc(C)o1)N(C(=O)c1snc(C(N)=O)c1N)c1cccc(C)c1 (stereo not given)	-11	-7%	.	2%	-5%	-2%	29%	-3%	?
Cc1cccc(C)c1OCc1cc(C(=O)N2CCN(c3ccc(F)cc3)CC2)no1	2	-4%	4%	-9%	4%	7%	-38%	-13%	-8%
c1csc(Cn2nnnc2CN2CCN(c3nc4ccccc4s3)CC2)c1	-8	-13%	1%	13%	-21%	0%[57.4 µM]	-27%	1%	-6%
Cc1onc(-c2ccccc2)c1C(=O)N1CCCSC1=Nc1ccccc1	-4&-5	-4%	-16%&0%	-32%	-5%&-10%	-3%&0%	29%&-7%	-9%&-15%	-7%
CN1CCN(S(=O)(=O)c2cccc(C(=O)N3CCN(c4ccccc4F)CC3)c2)CC1	-5	.	2%	.	-10%	?	-5%	-21%	-35%
CC(=O)c1cccc(NC(=O)CNC(=O)Cc2cccc3ccccc23)c1	-8	.	2%	.	-11%	?	15%	0%	1%
O=C(COc1ccc(Br)cc1)OCC(=O)N1CCOCC1	1	.	8%	.	18%	5%	3%	-11%	51%[activator]
O=C(NCc1ccc2c(c1)OCO2)c1cc(-c2ccccc2Cl)on1	0	?	-4%	2%	-4%	-2%	6%	-7%	-5%
O=C(Nc1nc(-c2ccccn2)cs1)c1cc(S(=O)(=O)N2CCOCC2)ccc1F	3	.	3%	.	-18%	?	12%	1%	4%

Exported in markdown: part of the list above.
| compound | LDHA block | Anesthetic bind | ERG Ets-DNA blk | POLB inh | POLK inh | ALOX12 inh | RGS4 inh | POLH inh | APEX1 inh |
| --- | --- | --- | --- | --- | --- | --- | --- | --- | --- |
| CC(NCc1cccs1)C(=O)Nc1cc(Cl)cc(Cl)c1 (stereo not given) | -16 | -5% | 0% | 0% | -2% | ? | -3% | -13% | 65%[activator] |
| Cc1cc(NC(=O)CSc2[nH]c(=O)cc(C(F)(F)F)c2C#N)no1 | -12 | . | -5% | . | -1% | -20% | 13% | -11% | 2% |
| COCCNC(=O)C(c1ccc(C)o1)N(C(=O)c1snc(C(N)=O)c1N)c1cccc(C)c1 (stereo not given) | -11 | -7% | . | 2% | -5% | -2% | 29% | -3% | ? |
| Cc1cccc(C)c1OCc1cc(C(=O)N2CCN(c3ccc(F)cc3)CC2)no1 | 2 | -4% | 4% | -9% | 4% | 7% | -38% | -13% | -8% |
| c1csc(Cn2nnnc2CN2CCN(c3nc4ccccc4s3)CC2)c1 | -8 | -13% | 1% | 13% | -21% | 0%[57.4 µM] | -27% | 1% | -6% |
| Cc1onc(-c2ccccc2)c1C(=O)N1CCCSC1=Nc1ccccc1 | -4&-5 | -4% | -16%&0% | -32% | -5%&-10% | -3%&0% | 29%&-7% | -9%&-15% | -7% |
| CN1CCN(S(=O)(=O)c2cccc(C(=O)N3CCN(c4ccccc4F)CC3)c2)CC1 | -5 | . | 2% | . | -10% | ? | -5% | -21% | -35% |
| CC(=O)c1cccc(NC(=O)CNC(=O)Cc2cccc3ccccc23)c1 | -8 | . | 2% | . | -11% | ? | 15% | 0% | 1% |
| O=C(COc1ccc(Br)cc1)OCC(=O)N1CCOCC1 | 1 | . | 8% | . | 18% | 5% | 3% | -11% | 51%[activator] |
| O=C(NCc1ccc2c(c1)OCO2)c1cc(-c2ccccc2Cl)on1 | 0 | ? | -4% | 2% | -4% | -2% | 6% | -7% | -5% |
| O=C(Nc1nc(-c2ccccn2)cs1)c1cc(S(=O)(=O)N2CCOCC2)ccc1F | 3 | . | 3% | . | -18% | ? | 12% | 1% | 4% |

(cont.)
SMILES	LDHA block	Anesthetic bind	ERG Ets-DNA blk	POLB inh	POLK inh	ALOX12 inh	RGS4 inh	POLH inh	APEX1 inh
COc1ccc(C(NCC(=O)Nc2c(C)cccc2C)c2ccccc2)cc1 (stereo not given)	-14	-15%	-6%	0%	6%	0%	0%	-13%	-5%
CCOC(=O)C(C(C)=O)C(c1ccc(OCCC(C)C)cc1)C(C(C)=O)C(=O)OCC (stereo not given)	-6	-6%	.	16%	-14%[60.1 µM]	?	0%	-13%	-1%
NC(=O)CSc1nc2scc(-c3ccco3)c2c(=O)n1-c1ccccc1	2	-22%	1%	?	45µM*	?	?	79µM*	11%
O=S1(=O)[C@H]2C[C@@H]3C=C[C@@]2(CN1Cc1cccc(Cl)c1)O3	-13	-18%	-9%	8%	-6%&9%	0%	16%	-10%	10%
CC(=O)Nc1ccc(Nc2nc(C)cc(C)n2)cc1	-5	-2%	-8%	25%	-11%	13%	6%	8%	23%
N#CC(=C(O)COC(=O)CCCNC(=O)c1ccc(Cl)cc1)c1nc2ccccc2[nH]1	2	.	10%	.	-19%	-26%	2%	-16%	.
COc1ccc(S(=O)(=O)N2CCOCC2)cc1NC(=O)CN1C(=O)NC(C)(C2CC2)C1=O (stereo not given)	-6	.	.	.	2%	375%[activator]	-7%	1%	31%
COc1ccc(NC(=O)CN2C(=O)NC(C)(c3ccccc3)C2=O)cc1Cl (stereo not given)	-11	-15%	3%	23%	-14%	1%	-11%	-17%	33%
O=C(NC1CCN(C(=S)NCc2ccco2)CC1)c1cccc(F)c1	-1	0%	4%	10%	-3%	-12%	6%	-20%	-3%
C=CCn1c(SC)nnc1C1COc2ccccc2O1 (stereo not given)	1	-14%	6%	4%	2%	1%	-13%	-18%	0%
Cn1nnnc1SCC(=O)NCCCc1ccccc1	-7	-10%	-5%	31%	-1%	39%[activator]	-9%[11.4 µM]	3%	15%
O=C(c1cc2cc(Br)ccc2o1)N1CCN(c2ccccc2)CC1	-5	-10%	-7%	?	-6%	1%	-16%	-12%	-11%
O=C(Oc1cccc([N+](=O)[O-])c1)C1CCN(C(=O)c2ccc(F)cc2)CC1	-2	-2%	-1%	19%	-3%	?	6%	-3%	20%
CCC(C)c1ccc(NC(=O)c2cccs2)cc1 (stereo not given)	-2	?	-10%	-15%	0%	6%	6%	-18%	2%
COc1ccccc1P(=O)(c1ccccc1)c1ccccc1NC(C)=O (stereo not given)	-5	31%	4%	3%	-4%	0%	36%	14%	3%
Cc1[nH][nH]c(=O)c1C(c1cc2c(cc1Br)OCO2)c1c(C)[nH][nH]c1=O	3	-3%	6%	0%	-1%	-1%	?	-10%	-2%
COC(=O)c1ccc(NC(=O)c2cccnc2)cc1	0	-10%	7%	2%	2%	14%	-12%	-14%	22%

A portion of the library; count on the stated rates, not on these rows.
